Screens as filed in PubChem BioAssay.
Vif-A3G inh: Vif-A3G binding inhibition. HeLa A3G-eYFP + Vif (tagged APOBEC3G with the HIV-1 protein that degrades it), YFP fluorescence, overnight. Potency, µM (series often up to 46.1 µM), for the others: at the top dose activity, negative = active, hits mostly inhibitors. Q9HC16. AID 602310. 410,000 compounds, 0.076% hits;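 further: potency means the concentration at half of the fitted maximal effect; on the % scale 0 is the no-effect control and ±100 the full control effect; nearly all actives have a fitted effect of over 60% in size; hits raise eYFP signal because A3G escapes Vif-driven loss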
Target sequence (Q9HC16 whole entry, looked up): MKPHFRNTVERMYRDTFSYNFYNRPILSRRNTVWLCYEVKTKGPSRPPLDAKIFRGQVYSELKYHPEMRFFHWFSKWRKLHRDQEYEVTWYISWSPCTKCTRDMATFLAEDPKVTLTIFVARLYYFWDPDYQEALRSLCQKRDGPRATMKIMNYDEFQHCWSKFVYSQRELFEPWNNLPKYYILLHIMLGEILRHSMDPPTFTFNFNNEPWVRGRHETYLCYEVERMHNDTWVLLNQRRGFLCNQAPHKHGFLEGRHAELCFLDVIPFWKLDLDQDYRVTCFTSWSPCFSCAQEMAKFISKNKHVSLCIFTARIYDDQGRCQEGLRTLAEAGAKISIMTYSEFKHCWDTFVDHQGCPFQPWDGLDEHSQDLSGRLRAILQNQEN
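HeLa cells stably expressing Vif and C-terminally eYFP-tagged A3G, seeded overnight at 37 deg C, then exposed to compound by pintool overnight at 37 deg C. Rise in yellow fluorescence (Ex 488/Em 500-530, Acumen) marks blocked Vif-driven A3G degradation.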
D2 potentiator: positively modulates the human D2 dopamine receptor allosterically. P14416. HEK293 T-REx D2, calcium flux, EC20 dopamine potentiation. potentiation, % at 10 µM. 340,000 compounds, 0.34% hits;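 active means potentiation over 3 SD above the plate norm, cut at about 30% in these data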; further: 0% is about no effect
Target sequence (P14416 whole entry, looked up): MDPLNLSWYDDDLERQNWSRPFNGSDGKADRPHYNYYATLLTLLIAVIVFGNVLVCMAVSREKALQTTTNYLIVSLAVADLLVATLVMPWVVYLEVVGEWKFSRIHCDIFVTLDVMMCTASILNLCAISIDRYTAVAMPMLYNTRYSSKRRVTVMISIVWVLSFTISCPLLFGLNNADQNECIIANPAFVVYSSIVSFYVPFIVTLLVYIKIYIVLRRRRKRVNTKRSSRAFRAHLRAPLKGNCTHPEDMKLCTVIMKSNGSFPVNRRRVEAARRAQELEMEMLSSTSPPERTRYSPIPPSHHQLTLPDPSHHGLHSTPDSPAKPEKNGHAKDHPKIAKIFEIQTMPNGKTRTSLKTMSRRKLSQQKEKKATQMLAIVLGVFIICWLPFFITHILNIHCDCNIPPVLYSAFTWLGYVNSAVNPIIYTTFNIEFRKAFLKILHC
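Primary screen. Calcium kinetics in induced HEK293 T-REx D2 cells: compound pre-addition 180 s, EC20 dopamine, 180 s more.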
RXFP1 antagonist: antagonists of human relaxin receptor RXFP1; 350,000 compounds, 0.59% hits; Q9HBX9; HEK293-RXFP1, relaxin-stimulated cAMP HTRF, 30 min; stronger effect = lower value; activity change, negative = inhibition, % at 57.5 µM;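 active means activity change of -60% or lower, but not beyond a set lower limit; inconclusive means change between -60% and -40%, or beyond the set limit; inactive means change above -40%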; further: on the % scale 0 is the no-effect control and ±100 the full control effect
D1 ag: activates the human D1 dopamine receptor. activation, % at 2 µM. P21728. HEK293 T-REx D1 cells, calcium flux, agonist mode. 360,000 compounds, 1% hits; in the data active means activation above about 30%; further: 0% is about no effect
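Agonism was scored from calcium flux recorded over 180 s (1 read/s) after pintool compound addition, following a 10-cycle baseline. Cells were inducible force-coupled HEK293 TREx D1, plated overnight at 30 C and loaded with no-wash calcium dye.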
D1 antagonist: antagonists of human D1 dopamine receptor. HEK293 TREx D1 cells, calcium flux, dopamine EC80; stronger effect = lower value. activity change, negative = inhibition, % at 10 µM. P21728. 360,000 compounds, 3.2% hits; in the data active means activity change below about -30%; further: on the % scale 0 is the no-effect control and ±100 the full control effect
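Calcium flux readout: force-coupled, inducible Hek293 Trex D1 line, cells induced overnight at 30 C with tetracycline, dye-loaded 30–90 min at RT. Antagonism scored against EC80 dopamine challenge given 180 s after compound.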
RXFP1 agonist: RXFP1 (human) receptor agonism. 370,000 compounds, 0.3% hits. Q9HBX9. HEK293T-RXFP1 cAMP TR-FRET, 30 min; response scale: percent of porcine relaxin response, buffer zero. AID 2676. Potency, µM (titrated, usually from 57.5 µM), inactives show at the top dose activation, hits mostly activators; further: potency means the concentration at half of the fitted maximal effect; on the % scale 0 is the no-effect control and ±100 the full control effect; nearly all actives have a fitted effect of over 60% in size; many of its hits are not listed in these tables
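HEK293 cells stably expressing RXFP1, treated 30 min at 37C with compounds plus PDE4 inhibitor Ro 20174; cAMP measured by HTRF TR-FRET. Normalized to buffer and 29 nM porcine relaxin; EC50 by Hill fit.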
Glioma ERSR ind: inducers of ER stress response in human glioma cells. 420,000 compounds, 0.02% hits. AID 602332. Potency, µM, without a hit: at the highest dose activation, hits mostly activators. U87-MG GRP78 promoter luciferase reporter, 16 h; further: potency means the concentration at half of the fitted maximal effect; series mostly up to about 76 µM; % of control where 0% means no effect; nearly all actives have a fitted effect of over 35% in size
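Stably transfected U87-MG human glioma cells carrying a GRP78-based luminescent sensor were seeded at 1000 cells/well, pin-dosed with compounds and incubated 16 h. Luciferase reagent was then added, and end-point luminescence was read after 10 min at room temperature.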
D1 PAM: enhances dopamine response at the human D1 receptor; potentiation, % at 10 µM; HEK293 TREx D1 cells, calcium flux, dopamine EC20 potentiation; 360,000 compounds, 0.036% hits; P21728; in the data active means potentiation above about 30%; further: 0% is about no effect
Vif-APOBEC3F blk: Vif-A3F binding inhibition | AID 602313 | Potency, µM (series often up to 46.1 µM), for the others: at the highest dose activity, negative = active | 390,000 compounds, 0.2% hits | HeLa A3F-eYFP + Vif (tagged APOBEC3F with the HIV-1 protein that degrades it), YFP fluorescence increase; further: potency means the concentration at half of the fitted maximal effect; % of control where 0% means no effect; nearly all actives have a fitted effect of over 65% in size
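HeLa cells stably expressing Vif plus C-terminally eYFP-tagged A3F were seeded, incubated overnight at 37 deg C, dosed with compound, incubated overnight again at 37 deg C. Yellow fluorescence (Ex 488/Em 500-530) reported blocked Vif-mediated A3F-eYFP degradation.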
Starred values were filed as active, the others as inactive; ? = inconclusive; · = no result given. Unless noted, the call rests on the fitted dose curve; in most records, active means well fitted curve in the direction sought with a large enough effect; inconclusive means small, poorly fitted or top-dose-only effect, or another doubt; inactive means no such curve, though single readings can be large; an effect the other way counts as inactive or inconclusive.

SMILES	Vif-A3G inh	D2 potentiator	RXFP1 antagonist	D1 ag	D1 antagonist	RXFP1 agonist	Glioma ERSR ind	D1 PAM	Vif-APOBEC3F blk
Cc1cc(Br)c(NC(=O)CCNC(=O)OCc2ccccc2)cc1C	0.5%	·	2.8	5.6	-9.3	1.0%	-2.3%	1.9	1.2%
CCOC(=O)N1CCC(NC(=O)Cn2nc(-c3ccccc3)ccc2=O)CC1	1.0%	-11.5	10.6	0.3	-5.4	1.7%	-3.3%	-0.9	-5.0%
CC(=O)c1ccc(OCCCC(=O)NCCc2ccccc2)cc1	0.1%	-1.5	-0.8	1.8	-7.0	4.0%	2.1%	3.0	5.1%
O=C(Nc1cccc(O)c1)c1ccccc1	-0.5%	8.9	-1.6	0.4	-21.7	-0.3%	1.0%	-5.1	-1.1%
C[C@@H]1CN([C@H](C)CO)C(=O)c2cc(C#C[C@@H](C)O)cnc2O[C@H]1CN(C)C(=O)c1ccc(F)cc1	-2.3%	·	11.4	·	·	·	2.2%	·	-13.5%
COc1cc(OC)c(OC)cc1CN1CCc2nc(Nc3ccc4c(c3)OCCO4)ncc2C1	3.6%	5.8	0.3	-1.9	0.9	-2.8%	-4.8%	-0.3	-1.7%
CN(C)C(=C(C#N)C#N)N1CCN(c2ccc(Cl)cc2)CC1	-2.9%	-2.7	-11.5	0.1	-11.5	27.4%	-2.3%	-1.8	-1.7%
CCOC(=O)C(=O)N1c2ccccc2C(N(C(=O)C(=O)OCC)c2ccccc2)CC1C (centres undefined)	-5.6%	-7.7	-14.8	2.7	-28.2	3.4%	-3.8%	3.1	-2.4%
CCC1CCCCN1C(=O)c1ccc2c(c1)C(=O)N(c1ccc(C)cc1)C2=O (centres undefined)	-0.9%	-8.8	-11.4	0.5	6.7	1.0%	2.1%	-5.3	4.2%
CN(C)CCCN1C(=O)c2oc3ccc(F)cc3c(=O)c2C1c1cccnc1 (centres undefined)	0.8%	14.6	2.3	3.1	0.8	0.7%	-3.6%	-7.0	4.0%
O=c1[nH]c2ccc(NCc3ccc(-c4ccc(F)cc4)o3)cc2[nH]1	2.4%	1.5	-16.0	33.5*	-6.3	-1.2%	-2.2%	-1.5	1.4%
O=C(CN1CCCC1)Nc1cc(C(F)(F)F)ccc1Cl	3.3%	-19.7	-12.3	3.3	-8.6	1.2%	-3.6%	-0.9	5.7%
O=c1cc(NCCc2ccccc2)c2ccccc2o1	0.0%	2.0	-7.1	9.6	-18.7	5.0%	-0.5%	-7.2	-38.9%
O=C(N/N=C/c1coc2ccccc2c1=O)c1cn(-c2ccccc2)nc1-c1ccccc1	-12.4%	-7.2	-1.2	1.8	-9.4	0.7%	-5.4%	1.5	-12.7%
NC(=O)CSc1nc2cc3c(cc2c(=O)n1CCCCCC(=O)NCc1ccc2c(c1)OCO2)OCO3	-5.0%	-8.0	-0.4	0.6	14.6	1.4%	-0.9%	-1.6	5.4%
Cc1onc(-c2ccccc2)c1CNC(=O)Nc1ccc(C(F)(F)F)cc1	1.3%	-4.4	-34.2	20.0	-19.0	0.0%	-1.2%	-2.5	-21.8%
COc1cc(S(=O)(=O)NC2CCCC2)c(OC)cc1C	6.9%	9.4	2.0	3.5	13.6	-1.9%	-1.2%	6.5	4.6%
CC1(C)C(=O)Nc2ccccc2N1C(=O)COc1ncnc2ccccc12	-2.1%	-6.4	-13.5	1.8	32.1	0.1%	-4.3%	-3.1	·
O=C(O)C1C(c2ccccc2)C(C(=O)N2CCOCC2)C1c1ccccc1 (centres undefined)	2.4%	10.4	-0.2	2.1	-13.8	0.5%	-4.0%	1.9	-6.3%
CCN1CCN(C(=O)c2ccc3c(c2)N(Cc2ccc(F)cc2)C(=O)c2ccccc2S3=O)CC1 (centres undefined)	-4.7%	-16.6	-14.3	1.5	9.0	-0.7%	-2.4%	4.3	-1.7%
Cc1cccc(N2CCN(C3CCCCC3NS(=O)(=O)c3ccccc3)CC2C)c1 (centres undefined)	1.0%	-3.7	-36.3	3.8	15.2	4.4%	-5.6%	6.0	-0.9%
CCN1CCN(CCCOc2ccc(-c3ccccc3)cc2)CC1	0.9%	·	1.2	49.7*	-34.3*	4.1%	6.2%	-8.8	6.6%
C=CCn1c(SCc2ccc(C#N)cc2)nnc1-c1ccccc1	-0.2%	2.3	-13.6	1.6	-23.9	-0.5%	-4.7%	-2.1	5.1%
CC(=NO)C1CCC2C3CCC4CC(=NO)CCC4(C)C3C(C)(O)CC12C (centres undefined)	0.0%	·	-4.0	·	·	·	5.4%	·	-30.4%
CSc1nc2ccc3nc(NC(=O)c4ccccc4)sc3c2s1	-1.6%	-11.6	-0.2	-0.7	-3.4	3.4%	1.4%	-0.1	-3.5%
O=C(COc1ccccc1)NNC(=S)NC(=O)c1ccccc1	6.7%	0.4	-0.8	1.7	-4.2	0.6%	1.0%	-4.3	-10.5%
COc1ccc(N2C(=O)c3ccccc3NC2c2ccc(NC(C)=O)cc2)c(OC)c1 (centres undefined)	-4.0%	3.2	4.1	3.0	10.1	19.1%	-1.7%	·	8.3%
CC1(C)C2CCC13CS(=O)(=O)N[C@@H]3C2 (some centres undefined)	2.5%	0.6	3.4	2.9	-6.0	-0.3%	-1.1%	-7.4	·
CS(=O)(=O)N1CCC(NC(=O)Nc2ccc(OC(F)(F)F)cc2)CC1	-0.6%	2.9	·	-1.4	·	0.0%	-4.0%	5.3	0.8%
O=C(NCc1cccs1)c1cc(-c2ccccc2)on1	-0.8%	-5.8	-1.9	2.9	0.1	0.8%	4.0%	0.5	-0.8%

9 entries from above in a different format.
The line under a structure holds: Vif-A3G inh, D2 potentiator, RXFP1 antagonist, D1 ag, D1 antagonist, RXFP1 agonist, Glioma ERSR ind, D1 PAM, Vif-APOBEC3F blk
> C[C@@H]1CN([C@H](C)CO)C(=O)c2cc(C#C[C@@H](C)O)cnc2O[C@H]1CN(C)C(=O)c1ccc(F)cc1
    -2.3%, ·, 11.4, ·, ·, ·, 2.2%, ·, -13.5%
> COc1cc(OC)c(OC)cc1CN1CCc2nc(Nc3ccc4c(c3)OCCO4)ncc2C1
    3.6%, 5.8, 0.3, -1.9, 0.9, -2.8%, -4.8%, -0.3, -1.7%
> CN(C)C(=C(C#N)C#N)N1CCN(c2ccc(Cl)cc2)CC1
    -2.9%, -2.7, -11.5, 0.1, -11.5, 27.4%, -2.3%, -1.8, -1.7%
> CCOC(=O)C(=O)N1c2ccccc2C(N(C(=O)C(=O)OCC)c2ccccc2)CC1C (centres undefined)
    -5.6%, -7.7, -14.8, 2.7, -28.2, 3.4%, -3.8%, 3.1, -2.4%
> CCC1CCCCN1C(=O)c1ccc2c(c1)C(=O)N(c1ccc(C)cc1)C2=O (centres undefined)
    -0.9%, -8.8, -11.4, 0.5, 6.7, 1.0%, 2.1%, -5.3, 4.2%
> CN(C)CCCN1C(=O)c2oc3ccc(F)cc3c(=O)c2C1c1cccnc1 (centres undefined)
    0.8%, 14.6, 2.3, 3.1, 0.8, 0.7%, -3.6%, -7.0, 4.0%
> O=c1[nH]c2ccc(NCc3ccc(-c4ccc(F)cc4)o3)cc2[nH]1
    2.4%, 1.5, -16.0, 33.5*, -6.3, -1.2%, -2.2%, -1.5, 1.4%
> O=C(CN1CCCC1)Nc1cc(C(F)(F)F)ccc1Cl
    3.3%, -19.7, -12.3, 3.3, -8.6, 1.2%, -3.6%, -0.9, 5.7%
> O=c1cc(NCCc2ccccc2)c2ccccc2o1
    0.0%, 2.0, -7.1, 9.6, -18.7, 5.0%, -0.5%, -7.2, -38.9%

More records.
SMILES	Vif-A3G inh	D2 potentiator	RXFP1 antagonist	D1 ag	D1 antagonist	RXFP1 agonist	Glioma ERSR ind	D1 PAM	Vif-APOBEC3F blk
Cc1cccc(N2CCN(C(=O)c3c(Cl)cnn3C)CC2)c1C	0.4%	0.0	-5.9	2.6	-16.8	0.1%	-3.5%	-4.3	9.4%
NC1=NC2(CCN(Cc3ccccc3)CC2)n2c(nc3ccccc32)N1	1.6%	-32.1	-0.4	0.8	-43.2*	2.2%	-5.8%	-10.2	2.4%
Cc1ccc(S(=O)(=O)NCc2ccccc2)cc1C(=O)NC1CCCCC1	-3.1%	10.9	-8.3	3.5	9.5	0.3%	-2.2%	-0.6	0.1%
CSc1cccc(N2CC(C(=O)NCCN3C(=O)S/C(=C\c4cccnc4)C3=O)CC2=O)c1 (centres undefined)	0.7%	-0.8	1.8	0.0	0.2	0.4%	-5.3%	-0.8	-6.1%
S=C(NN=C(c1ccccc1)c1ccccn1)N(Cc1ccccn1)Cc1ccccn1	-12.3%	·	-3.5	·	·	·	-8.8%	·	2.7%
Cc1ccc(N(CC2CO2)S(=O)(=O)c2ccccc2[N+](=O)[O-])cc1 (centres undefined)	-4.8%	14.9	4.2	0.0	-13.7	4.3%	4.9%	-4.6	-10.0%
O=C(CCN1C(=O)c2ccccc2C1=O)Nc1cccc(S(=O)(=O)NC2=NCCC2)c1	1.9%	1.1	-9.6	0.9	7.7	-0.3%	-9.3%	-0.7	-1.1%
Cc1cc(NC(=O)CSc2nc3ccccc3c(=O)n2CCCC(=O)NCc2ccco2)n[nH]1	0.5%	·	-4.7	·	·	0.3%	?	·	1.3%
CCCCOc1ccc(Cl)cc1CSc1n[nH]c(C)n1	0.6%	-17.6	9.0	7.8	-2.1	-2.3%	-3.4%	-1.8	-9.7%
CCC(=O)Nc1cccc(NC(=O)c2ccc3c(c2)OCO3)c1	-6.1%	-3.9	-0.7	1.3	2.7	1.6%	5.9%	2.9	5.1%
COc1ccccc1NS(=O)(=O)c1ccc(OC)c([N+](=O)[O-])c1	0.7%	15.2	0.0	2.8	-21.5	2.5%	-4.6%	-0.9	-13.9%
CC12CCC(C(=O)NC3CCCC3)(CC1=O)C2(C)C (centres undefined)	-0.6%	1.1	-4.5	3.4	0.6	0.2%	-0.9%	-4.6	-11.8%
Cc1ccc(C2C(C#N)=C(N)N(N(C)C)C3=C2C(=O)CCC3)cc1 (centres undefined)	-1.3%	·	-7.8	-0.6	-5.7	5.5%	-3.6%	-2.0	-0.7%
O=C(O)c1cccc2cccnc12	0.2%	11.5	-3.4	0.0	-1.3	1.5%	2.8%	-1.7	1.2%

The list is partial; count on the stated rates, not on these rows.
